CDK5 p35 inh – blocks human CDK5/p35 kinase activity | Q00535+Q15078 | Recombinant CDK5/p35, ADP-Glo luminescence, 60 min | inhibition, % at 10 µM | 330,000 compounds, 0.01% hits;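 active means highest replicate inhibition of at least 50% and at least 75% of replicates reaching 50%; inconclusive means only one of the two criteria met; inactive means both criteria failed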;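 further: plate controls were DMSO neutral control for no effect and GW8510 at 10 µM for full effect; many of its hits are not listed in these tables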
Target sequence (Q00535 whole entry, looked up): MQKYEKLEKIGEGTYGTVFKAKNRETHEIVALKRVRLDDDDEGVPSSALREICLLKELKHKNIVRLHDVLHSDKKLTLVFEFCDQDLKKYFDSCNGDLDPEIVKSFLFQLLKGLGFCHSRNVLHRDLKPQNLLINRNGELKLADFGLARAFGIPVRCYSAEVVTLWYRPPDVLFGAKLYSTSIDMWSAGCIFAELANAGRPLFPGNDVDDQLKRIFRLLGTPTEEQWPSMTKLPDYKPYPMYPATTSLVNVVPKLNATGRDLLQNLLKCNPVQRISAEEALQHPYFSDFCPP
Target sequence (Q15078 whole entry, looked up): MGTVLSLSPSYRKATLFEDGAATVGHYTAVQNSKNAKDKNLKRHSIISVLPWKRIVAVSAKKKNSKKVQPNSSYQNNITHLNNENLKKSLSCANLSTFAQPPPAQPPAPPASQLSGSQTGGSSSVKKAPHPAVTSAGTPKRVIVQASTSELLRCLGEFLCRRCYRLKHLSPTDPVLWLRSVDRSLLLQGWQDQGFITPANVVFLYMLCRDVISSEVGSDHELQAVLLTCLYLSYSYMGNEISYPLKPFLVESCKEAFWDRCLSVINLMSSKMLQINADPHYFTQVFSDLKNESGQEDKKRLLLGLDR
PKA-R1A activ – activates the PKA-R1A holoenzyme complex. 340,000 compounds, 0.083% hits. activation, % at 11.4 µM. P00514+P68181. AID 504707. PKA-R1A dissociation, Cy5-IP20 fluorescence polarization; scaled: DMSO 0%, 113 µM cGMP 100%;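 active means percent activation above the mean of all tested compounds plus 3 SD, cut at about 19% in these data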;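 further: higher means more PKAc released from R1A so a rise in polarization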
AddAB inh – less growth of phage-infected E. coli with AddAB; E. coli expressing H. pylori AddAB, absorbance growth; inhibition, % at 11.9 µM; 330,000 compounds, 0.29% hits; AID 435030; in the data active means inhibition above about 12%;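 further: 0% = vehicle wells of infected cells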
HTR5A inv ctr – counter-screen for OPRM1-OPRD1 inverse agonists: human HTR5A inverse agonism. P47898. HTR5A cell line, luminescence. inhibition, % at 9.3 µM. 340,000 compounds, 0.083% hits. AID 504634; in the data active means inhibition mostly above about 23%, no sharp cut-off; inactive means mostly below about 18%;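 further: 0% = cells with DMSO and 100% = no-cell wells with DMSO; some compounds called inactive have numbers as strong as hits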
Mot1-301 SUMO – blocks SUMOylation pathway, rescuing yeast Mot1-301 growth. S. cerevisiae Mot1-301 growth rescue, ATP luminescence, 38.5C; percent above DMSO median, 100 means doubled. growth rescue, % at 18.8 µM. 320,000 compounds, 1% hits. AID 2716;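 active means every valid replicate shows activation above 250% relative to neutral control wells; inactive means the rest, any valid replicate at or below 250%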;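 further: OY570 slx delta 5 strain wells were the positive control but not used for scaling; some compounds called inactive have numbers as strong as hits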
DAGLB inhibitor – diacylglycerol lipase beta (human) inhibition. inhibition, % at 5.17 µM. HEK293T DAGLB membrane lysate, EnzChek fluorogenic substrate. 340,000 compounds, 0.059% hits. Q8NCG7. AID 504411; in the data active means inhibition above about 34%;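 further: 0% = enzyme with vehicle and 100% = wells lacking enzyme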
phage Ecoli inh – E. coli growth loss with phage present; growth absorbance; inhibition, % at 11.9 µM; 360,000 compounds, 0.26% hits; in the data active means inhibition above about 11%
Tat transport – inhibitors of E. coli Tat protein transport; E. coli MC4100 TorA-mCherry Tat export, fluorescence; inhibition, % at 10 µM; 340,000 compounds, 0.036% hits;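 active means mean replicate inhibition at least 50% and at least half of replicates individually reaching 50%; inconclusive means only one of the two criteria met; inactive means neither criterion met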;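 further: exported cargo escapes ClpAP degradation while cytoplasmic cargo is degraded and loses fluorescence; 0% = median of neutral control wells and 100% = median of NaSCN control wells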
PKA-R2B act – activators of human PKA-R2B complex; P22694+P31323; PKA-R2B holoenzyme dissociation, Cy5-IP20 fluorescence polarization; R2B truncated from residue 108, S112A mutant; 0% DMSO only, 100% 113 µM cGMP; activation, % at 11.4 µM; 340,000 compounds, 0.079% hits; AID 504700;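 active means activation above a cutoff set at the mean over all compounds plus 3 SD, cut at about 18% in these data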;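 further: higher means more holoenzyme dissociation and a rise in polarization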
Target sequence (P31323 whole entry, looked up, other chains not shown, the tested form may be a part): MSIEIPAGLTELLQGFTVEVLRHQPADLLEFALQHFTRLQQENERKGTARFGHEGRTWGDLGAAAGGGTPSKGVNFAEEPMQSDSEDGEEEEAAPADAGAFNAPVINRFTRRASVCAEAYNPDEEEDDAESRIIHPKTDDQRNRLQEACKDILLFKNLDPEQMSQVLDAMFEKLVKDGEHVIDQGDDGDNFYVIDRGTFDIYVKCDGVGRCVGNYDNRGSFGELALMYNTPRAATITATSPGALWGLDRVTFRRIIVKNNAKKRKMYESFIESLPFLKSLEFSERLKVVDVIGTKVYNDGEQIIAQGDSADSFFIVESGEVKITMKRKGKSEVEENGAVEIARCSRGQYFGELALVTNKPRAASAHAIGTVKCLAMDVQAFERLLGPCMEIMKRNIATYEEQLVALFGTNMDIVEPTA
E coli growth – reduces bacterial viability in AddAB counter-screen; E. coli V3065 growth, OD600 absorbance, 18 h; inhibition, % at 11.9 µM; 330,000 compounds, 0.27% hits; AID 449728;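 active means inhibition above the campaign's mean inhibition across all tested compounds plus 3 SD, cut at about 9.9% in these data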;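 further: uninfected addAB+ strain grown without phage in ampicillin broth; 0% = DMSO wells and 100% = ciprofloxacin 0.95 µg/ml wells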
HTR5A ag – activates human HTR5A in OPRM1-OPRD1 agonist counter-screen | P47898 | HTR5A agonist assay, luminescence, cell-based | activation, % at 9.3 µM | 340,000 compounds, 0.61% hits; in the data active means activation mostly above about 9.5%, no sharp cut-off; inactive means mostly below about 7.6%;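 further: 0% = cells with vehicle only and 100% = reference agonist; strong numbers were not always called active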
Active calls of the source: *; ? = inconclusive; nt = no result given.

SMILES	CDK5 p35 inh	PKA-R1A activ	AddAB inh	HTR5A inv ctr	Mot1-301 SUMO	DAGLB inhibitor	phage Ecoli inh	Tat transport	PKA-R2B act	E coli growth	HTR5A ag
O=C(COc1ccc(Br)cc1)NC1CC1	-0.6	-0.3	3.2	-3.9	-1.7	0.4	0.3	-2.8	-11.0	0.1	4.3
CC(C)C(NC(=O)c1cccs1)C(=O)NC1=NCCS1 (stereo unspecified)	-2.2	8.0	4.9	3.0	-11.3	-1.5	0.4	2.1	8.3	2.3	-1.2
Cc1cc(=O)oc2cc(OCC(=O)NC3CCN(Cc4ccccc4)CC3)ccc12	1.6	-6.9	3.4	-3.4	-0.4	-0.4	0.2	-12.0	-0.7	2.4	0.9
O=C(Nc1nc2ccccc2s1)C1CCCO1 (stereo unspecified)	-0.3	0.1	0.3	-18.7	11.7	0.1	2.5	7.1	3.7	-0.3	4.1
Cc1ccc(S(=O)(=O)Nc2nc3c(s2)C(=O)CC(C)(C)C3)cc1	0.1	0.2	-3.5	-7.5	-10.8	1.4	1.0	0.2	-2.2	-3.7	5.9
CSCc1ccc(C(=O)NCc2ccc(F)cc2)cc1	1.3	2.7	4.9	17.0	5.3	-0.8	4.1	-0.8	-7.6	2.9	1.1
CCOc1ccc(N(CC(=O)Nc2nccs2)S(=O)(=O)c2c(C)[nH]c(=O)[nH]c2=O)cc1	-1.3	-8.6	-1.4	14.7	-9.2	3.8	1.4	0.5	1.1	1.0	2.7
COc1ccc(N2CCN(CCCNC(=O)C3CCCN(S(=O)(=O)c4c(C)n[nH]c4C)C3)CC2)cc1 (stereo unspecified)	0.0	-14.0	-1.9	6.2	-13.6	1.0	4.1	-2.4	-3.7	-1.4	-2.2
NC(N)=NS(=O)(=O)c1ccc(NC(=S)NC(=O)c2sc3ccccc3c2Cl)cc1	-0.2	0.8	0.8	9.6	9.8	2.4	1.1	1.6	5.1	-1.6	3.0
Cc1nn(-c2ccccc2)c(Cl)c1/C=C(\CC(=O)O)c1nc2ccccc2s1	-1.9	12.3	3.1	-22.9	-19.3	5.8	1.7	?	5.0	1.7	9.4
COc1ccc2[nH]c3c(c2c1)CCN1C(=O)C(CC(=O)NCCC2=CCCCC2)C[C@H](C(=O)N2CCOCC2)[C@@]31C (stereo partly specified)	-1.3	1.1	0.6	-3.9	nt	-0.1	3.7	0.8	-3.3	-0.9	1.0
COC(=O)c1cn(-c2ccccc2)nc1-c1ccc(OC)c(OC)c1	0.5	2.6	-0.3	2.6	-9.1	-3.1	1.0	0.0	-3.0	0.0	-0.7
CCCCc1cc(=O)oc2cc(C)cc(OCC(=O)O)c12	-2.4	-14.3	0.3	-1.5	6.2	3.1	3.1	6.4	4.1	1.9	0.6
Cn1c(/C=C/c2cccc([N+](=O)[O-])c2)c([N+](=O)[O-])c(=O)n(C)c1=O	-3.1	-5.4	0.2	13.5	-9.7	1.6	1.7	1.0	-5.9	-1.4	-4.9
O=S(=O)(Cc1ccccc1)N=Nc1c(O)[nH]c2ccc(Br)cc12	-0.6	-11.8	-1.5	1.8	5.6	-2.6	nt	-10.8	-4.2	-2.8	-0.6
O=C(NCc1ccccn1)c1ccc(N2CCCC2)c([N+](=O)[O-])c1	-0.6	-6.2	1.6	3.3	-1.7	0.2	2.6	3.7	-15.2	-1.7	-1.2
Cn1ccnc1C1CCCCN1Cc1nc(Cc2ccccc2F)no1 (stereo unspecified)	0.2	4.1	4.1	3.2	435.6	1.9	2.9	-9.9	-6.3	-0.5	-1.1
CC1(C)Cc2cccc(OCC(=O)NC3CC3)c2O1	0.6	-0.8	2.9	-8.4	-1.4	-0.9	0.6	-15.6	6.0	0.5	3.1
CC1CCCC(NC(=S)Nc2cccc(S(=O)(=O)N(C)C)c2)C1C (stereo unspecified)	-0.5	-2.7	-0.1	-17.3	92.7	-1.5	1.4	0.7	-9.8	2.2	6.2
O=C1COc2ccccc2N1Cc1ccc(Cl)cc1	0.8	-0.4	1.5	5.2	10.0	-4.9	-1.2	4.7	-8.4	1.0	-1.4
C/C(CC(=O)Nc1ccc(C)c(Cl)c1)=N\NC(=O)c1cccc(O)c1	0.8	12.8	1.2	-9.0	-1.8	2.6	2.7	1.8	-1.1	-0.3	0.3
O=C(CSc1nnc(CNC(=O)c2ccccc2F)o1)NCc1ccco1	1.8	-16.3	1.4	-0.5	5.8	-2.4	2.3	-2.1	-10.4	-3.3	0.4
O=C(OCC1CC(c2ccccc2)=NO1)c1ccco1 (stereo unspecified)	-0.2	2.3	3.9	7.5	98.9	-2.9	3.4	3.9	-0.9	1.7	1.1
CN(CCOc1ccc(Cl)cc1)C(=O)C1CCN(C(=O)c2ccc(F)cc2)CC1	0.9	-0.6	3.1	5.0	-25.1	1.4	2.9	-4.0	4.8	-0.4	4.8
COC(=O)C1=CN(Cc2ccc(OC)c(OC)c2)C=C(C(=O)OC)C1c1cccs1	-7.3	-7.1	nt	2.6	nt	-1.6	-0.1	4.0	-0.5	nt	-1.0
OC1(c2cccc(C(F)(F)F)c2)CCN(CCN2CCCCC2)CC1	0.2	-3.2	-3.1	-7.3	25.4	-1.1	1.3	3.4	-13.5	-2.5	2.6
CCn1cc(C(=O)N2CCN(c3cccc(C)c3C)CC2)c(=O)c2ccc(C)nc21	3.4	-0.1	-0.3	-3.5	3.2	-0.5	-0.6	11.4	-1.6	-1.0	1.2
Cc1ccc(-n2c(=O)cc(N3CCc4ccccc4C3)[nH]c2=O)cc1	0.2	7.7	-2.0	-12.3	-5.6	1.9	1.4	-2.5	0.0	1.2	2.7
O=C(NCCc1c[nH]c2ccccc12)C(=O)c1c[nH]c2ccccc12	-0.3	-11.8	2.3	-11.3	14.1	1.2	-0.4	-8.0	-6.0	1.7	2.8
C#CCOc1ccccc1/C=C1/C(=O)ON=C1C	-0.2	-9.8	0.8	-1.0	0.3	-1.7	-0.6	-6.7	5.2	-1.6	0.3
COc1ccc(C(=O)Oc2cc(OC)cc(OC)c2C(C)=O)cc1	0.9	-11.7	0.5	-7.3	-11.2	-3.6	2.1	-0.7	-11.2	-4.6	-8.7
Cc1ccc(NC(=O)CS(=O)(=O)c2cn(CC(=O)N3CCOCC3)c3ccccc23)cc1	-0.6	7.2	0.7	-15.2	-0.6	3.3	1.6	-3.3	-14.4	-1.6	-0.4
Cc1ccc(C)c(NS(=O)(=O)c2cc(C(=O)NCc3ccncc3)ccc2C)c1	-1.0	-1.8	2.5	-20.6	12.8	-2.7	-1.8	-5.2	-2.7	2.4	-2.2
CCCOc1ccc(C2Nc3cccc4cccc(c34)N2)cc1	4.4	0.1	1.5	4.1	2.5	6.0	1.6	-17.9	8.7	-2.0	-1.1
COc1ccc(OC)c(/C=C/C(=O)Nc2ccc(OC)nc2)c1	4.7	-16.3	3.1	8.0	-4.0	3.0	1.1	-5.9	-3.2	-2.0	-2.9
COc1ccc(/C=C/C(=O)OCC(=O)NC2CC2)c(OC)c1	-0.1	-4.4	0.7	-7.4	-1.5	1.6	4.8	-1.0	-2.5	1.7	3.0
O=C(/C=C/c1ccc([N+](=O)[O-])cc1)N1CCN(c2ccccc2F)CC1	0.8	11.4	0.1	17.2	-19.5	0.7	1.3	-11.0	-5.1	-0.3	4.4
COc1ccc(N(C(=O)c2ccco2)C(C(=O)NC2CCCC2)c2ccncc2)cc1OC (stereo unspecified)	0.7	-3.0	3.4	-11.0	275.2*	-1.1	0.9	4.7	-8.4	-1.8	1.4
COc1ccc(N=C2SC(C(=O)N3CCN(c4ccc([N+](=O)[O-])cc4)CC3)CC(=O)N2C)cc1 (stereo unspecified)	-0.1	-4.1	0.5	-46.9	-16.4	0.2	2.8	-0.6	-14.6	0.4	-2.5
COc1cc(C)c(NC(c2ccccc2)c2ccccc2)cc1OC	1.1	4.2	6.0	2.9	3.8	-0.5	1.4	2.2	-0.1	-1.3	0.7
O=C(Cn1c(=O)n(Cc2ccco2)c(=O)c2c3c(sc21)CCCC3)Nc1ccccc1	0.1	-1.6	4.8	4.7	-4.7	0.4	0.5	3.7	10.3	0.1	3.8
CC(NC(=O)Cc1cccs1)c1ccncc1 (stereo unspecified)	4.6	-13.7	-0.3	17.3	-4.0	-3.1	2.0	-13.4	3.7	-1.7	-5.1
CCn1cc(Br)c(C(=O)Nc2ccccc2C(=O)OC)n1	1.1	-6.2	1.9	-32.5	4.9	-2.8	2.1	-2.3	-5.9	-1.6	3.2
COCCCNC(=S)NCCc1ccc(F)cc1	0.0	6.2	2.7	-26.4	nt	-0.3	4.0	-5.6	3.4	3.3	5.8
COc1ccc(CN(C(C)=O)c2cccc(C)c2C)cc1	-1.4	5.1	0.9	-18.7	nt	1.2	2.6	2.6	6.9	-0.6	-7.8
N#C/C(=C\c1ccc(N2CCOCC2)cc1)c1ccccc1	1.5	1.5	0.7	13.6	-10.1	-2.9	2.6	8.7	-5.5	-0.3	1.1
COC(=O)c1ccccc1NC(=O)C1CC(=O)N(c2ccc(C)cc2)C1 (stereo unspecified)	-1.5	-15.9	-1.7	7.7	-4.5	-5.0	0.7	-4.1	-4.2	-2.2	5.8
CC1CCCC(C)N1C(=O)c1ccccc1Nc1ccc(SC(F)F)cc1 (stereo unspecified)	-0.2	-8.5	-1.1	10.7	-10.7	-10.8	2.3	8.7	-3.0	1.3	7.6
COC(=O)CSc1nc(N2CCOCC2)c2c(c1C#N)CC(C)(C)N(C)C2	0.6	2.6	4.4	5.0	nt	-1.9	4.5	5.0	-2.3	2.6	-1.4
COc1cc(C(=O)OCCNC(=O)c2cccnc2)cc(OC)c1OC	-1.2	-2.3	-1.1	-16.6	-2.9	0.2	2.3	-1.3	-5.2	3.4	4.3
COc1cc(S(=O)(=O)N2CCN=C2c2ccccc2)ccc1F	-4.0	-15.6	2.6	-10.6	-10.5	-4.0	2.1	-0.1	-3.6	-0.9	-3.3
O=c1[nH]c(C2CCN(S(=O)(=O)Cc3ccccc3)CC2)nc2c1nnn2Cc1ccccc1Cl	-0.6	-18.2	5.2	-9.2	-12.5	-0.8	1.9	13.1	7.4	1.6	3.1
Cc1nc(C)c(C(=O)NNS(=O)(=O)c2ccc3ccccc3c2)s1	-2.1	-9.1	2.8	8.7	0.8	0.7	2.8	-3.3	7.1	0.2	-0.1

Filtered by structure: the compounds so far with a cyano group (2)
SMILES	CDK5 p35 inh	PKA-R1A activ	AddAB inh	HTR5A inv ctr	Mot1-301 SUMO	DAGLB inhibitor	phage Ecoli inh	Tat transport	PKA-R2B act	E coli growth	HTR5A ag
N#C/C(=C\c1ccc(N2CCOCC2)cc1)c1ccccc1	1.5	1.5	0.7	13.6	-10.1	-2.9	2.6	8.7	-5.5	-0.3	1.1
COC(=O)CSc1nc(N2CCOCC2)c2c(c1C#N)CC(C)(C)N(C)C2	0.6	2.6	4.4	5.0	nt	-1.9	4.5	5.0	-2.3	2.6	-1.4
